Source: PubChem BioAssay
Vif-APOBEC3G blk: blocks the Vif interaction with human APOBEC3G; hit rate 0.076% among 410,000; HeLa A3G-eYFP + Vif (tagged APOBEC3G with the HIV-1 protein that degrades it), YFP fluorescence, overnight; Potency, µM (doses to about 46.1 µM), for inactives: at the top dose activity, negative = active, usual class: inhibitors; AID 602310; Q9HC16;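 note: potency is the fitted concentration of half-maximal effect; % is set by controls: 0 for no effect and ±100 for the full control effect; nearly all actives have a fitted effect of over 60% in size; hits raise eYFP signal because A3G escapes Vif-driven loss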
Target sequence (Q9HC16 whole entry, looked up): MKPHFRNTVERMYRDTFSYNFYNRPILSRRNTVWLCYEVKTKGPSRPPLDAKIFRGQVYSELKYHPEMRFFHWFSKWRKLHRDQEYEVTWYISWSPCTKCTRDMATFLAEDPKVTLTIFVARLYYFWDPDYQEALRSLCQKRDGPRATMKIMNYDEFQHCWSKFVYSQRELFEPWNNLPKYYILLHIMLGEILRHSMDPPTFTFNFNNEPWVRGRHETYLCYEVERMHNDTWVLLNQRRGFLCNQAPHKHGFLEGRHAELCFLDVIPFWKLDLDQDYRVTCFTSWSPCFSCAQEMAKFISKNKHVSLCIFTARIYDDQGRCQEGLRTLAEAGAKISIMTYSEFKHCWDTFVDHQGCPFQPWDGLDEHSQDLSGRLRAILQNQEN
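Read-out is eYFP fluorescence (Ex 488/Em 500-530) from Vif-expressing HeLa A3G-eYFP cells; more signal means A3G escaped Vif-mediated degradation. Cells plated overnight, compound pinned in, incubated overnight at 37 deg C.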
IDH1 R132H inh: blocks human mutant IDH1 R132H enzyme. IDH1-R132H enzyme, NADPH consumption, diaphorase/resazurin fluorescence. Potency, µM (titrated, usually from 76.6 µM), inactives show top-dose activity change, negative = inhibition, most hits filed as inhibitors. hit rate 0.093% among 390,000. AID 602179; note: potency is the fitted concentration of half-maximal effect; % is set by controls: 0 for no effect and ±100 for the full control effect; nearly all actives have a fitted effect of over 65% in size
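IDH1-R132H (0.5 ug/mL dispensed) in pH 7.5 Tris buffer was preincubated 30 min with compound, then given a substrate mix of 0.016 mM NADPH and 2 mM alpha-KG for 80 min at room temperature; remaining NADPH was read by diaphorase/resazurin fluorescence.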
TrxR1 substrate: substrates of rat thioredoxin reductase 1; O89049; purified TrxR1 substrate turnover, NADPH consumption readout; Potency, µM (series often up to 114 µM), inactives show at the top dose activity change, negative = substrate turnover; hit rate 0.01% among 390,000; note: potency is the fitted concentration of half-maximal effect; % is set by controls: 0 for no effect and ±100 for the full control effect; nearly all actives have a fitted effect of over 50% in size
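Rat TrxR1, dispensed at 90 nM, was prereduced with 400 uM NADPH (final) for 5 min at ~22 deg C, then incubated with compound 15 min before 400 uM selenite. A first-read NADPH fluorescence drop versus no-compound background flagged substrates.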
PI4K2A block: inhibitors of human PI4K2A | activity change, negative = inhibition, % at 76.9 µM | hit rate 0.13% among 420,000 | purified PI4K2A, ADP-Glo luminescence, 1 h; stronger effect = lower value | Q9BTU6; in the data active = activity change below about -50%; inconclusive = mostly about -30% to -49%;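 note: -100% = wells without enzyme as full effect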
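ADP-Glo luminescence measured ADP generated by PI4K2A enzyme (4 ug/mL before mixing) with 1.2 mM PI substrate (pre-mix) and 300 microM ATP (pre-mix). Tris pH7.5 buffer with MgCl2, Triton X-100; 1 h reaction at ambient temperature.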
RXFP1 agonist: activates the human relaxin receptor RXFP1. Q9HBX9. hit rate 0.3% among 370,000. AID 2676. Potency, µM (doses to about 57.5 µM), for the others: top-dose activation, hits mostly activators. HEK293T-RXFP1 cAMP TR-FRET, 30 min; response scale: percent of porcine relaxin response, buffer zero; note: potency is the fitted concentration of half-maximal effect; % is set by controls: 0 for no effect and ±100 for the full control effect; nearly all actives have a fitted effect of over 60% in size; many of its hits are not listed in these tables
Target sequence (Q9HBX9 whole entry, looked up): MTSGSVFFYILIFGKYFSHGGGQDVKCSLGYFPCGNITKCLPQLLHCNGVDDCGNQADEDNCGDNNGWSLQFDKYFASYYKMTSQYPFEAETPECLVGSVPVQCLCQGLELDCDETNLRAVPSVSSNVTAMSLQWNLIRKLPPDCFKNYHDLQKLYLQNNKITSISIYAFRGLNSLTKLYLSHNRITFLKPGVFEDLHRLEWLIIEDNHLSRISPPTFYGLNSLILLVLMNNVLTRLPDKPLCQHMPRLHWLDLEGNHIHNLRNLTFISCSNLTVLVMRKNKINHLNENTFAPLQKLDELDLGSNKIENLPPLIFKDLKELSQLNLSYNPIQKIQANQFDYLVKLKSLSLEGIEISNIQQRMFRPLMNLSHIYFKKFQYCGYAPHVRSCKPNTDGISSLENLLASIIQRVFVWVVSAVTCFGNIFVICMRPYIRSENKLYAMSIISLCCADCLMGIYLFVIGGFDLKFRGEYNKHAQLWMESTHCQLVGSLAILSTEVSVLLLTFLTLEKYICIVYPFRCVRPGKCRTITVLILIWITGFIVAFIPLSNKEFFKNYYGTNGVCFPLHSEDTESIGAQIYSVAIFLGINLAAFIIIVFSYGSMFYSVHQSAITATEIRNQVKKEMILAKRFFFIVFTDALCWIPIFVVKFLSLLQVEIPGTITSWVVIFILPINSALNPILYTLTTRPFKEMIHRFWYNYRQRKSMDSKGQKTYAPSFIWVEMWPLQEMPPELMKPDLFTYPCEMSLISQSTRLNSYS
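cAMP rise read by TR-FRET after 30 min, 37C compound exposure (up to 58 uM) in RXFP1-transfected HEK293 cells with Ro 20174 present. EC50 from Hill-equation fits, with 29 nM porcine relaxin as 100% and buffer as basal.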
LDHA inh: LDHA (human) enzyme inhibition; P00338; purified LDHA, NADH/diaphorase-resazurin fluorescence; stronger effect = lower value; activity change, % (values are at about 110 or 230 µM); hit rate 0.15% among 480,000; AID 1347041; in the data active = activity change below about -30%; inconclusive = mostly about -25% to -30%;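 note: plate controls were DMSO wells for no effect and wells without enzyme for full effect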
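LDH5 2 nM; NADH 0.06 mM, pyruvate 0.2 mM; 200 mM Tris pH 7.4, EDTA, Tween-20; 5 min RT. Detection: diaphorase 0.133 mg/mL + resazurin 37 µM, fluorescence ex540/em590 at 0 and 20 min; normalized to enzyme-free and DMSO wells.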
Vif-APOBEC3F blk: inhibitors of Vif-A3F interaction | hit rate 0.2% among 390,000 | Potency, µM (series often up to 46.1 µM), without a hit: at the highest dose activity, negative = active | HeLa A3F-eYFP + Vif (tagged APOBEC3F with the HIV-1 protein that degrades it), YFP fluorescence increase; note: potency is the fitted concentration of half-maximal effect; % of control where 0% means no effect; nearly all actives have a fitted effect of over 65% in size
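Fluorescence increase (Ex 488/Em 500-530) after overnight compound treatment at 37 deg C flags inhibition of Vif-driven A3F-eYFP loss in stable HeLa A3F-eYFP/Vif cells seeded overnight beforehand.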
USP1-UAF1 inh: inhibitors of human USP1/UAF1 deubiquitinase; recombinant USP1/UAF1, Ub-Rhodamine cleavage fluorescence; O94782; AID 743255; hit rate 0.23% among 390,000; Potency, µM (titrated, usually from 57.1 µM), without a hit: at the top dose activity change, negative = inhibition, actives largely listed as inhibitors; note: potency is the fitted concentration of half-maximal effect; % is set by controls: 0 for no effect and ±100 for the full control effect; nearly all actives have a fitted effect of over 60% in size; inactives centre near -12
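High-throughput fluorogenic screen: 1nM USP1/UAF1 complex, Ub-Rho substrate 150nM final, 50mM HEPES pH 7.8 with 0.5mM EDTA, 0.1 mg/ml BSA, 1mM TCEP and 0.01% Tween-20.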
Glioma ERSR ind: inducers of ER stress response in human glioma cells; U87-MG GRP78 promoter luciferase reporter, 16 h; Potency, µM, without a hit: at the top dose activation, hits mostly activators; hit rate 0.02% among 420,000; note: potency is the fitted concentration of half-maximal effect; series mostly up to about 76 µM; % of control where 0% means no effect; nearly all actives have a fitted effect of over 35% in size
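Stably transfected U87-MG human glioma cells carrying a GRP78-based luminescent sensor were seeded at 1000 cells/well, pin-dosed with compounds and incubated 16 h. Luciferase reagent was then added, and end-point luminescence was read after 10 min at room temperature.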
The depositor's hits bear a star; & = joins results of further samples; [ ] = remark or other dose. Unless noted, calls come from the whole dose curve; as a rule, active = well fitted curve in the direction sought with a large enough effect; inconclusive = small, poorly fitted or top-dose-only effect, or another doubt; inactive = no such curve, though single readings can be large; an effect the other way counts as inactive or inconclusive. Not all compounds are listed; rates above refer to the full screens.

`COc1ccccc1C(=O)NC(=O)COC(=O)c1nccnc1N` gave Vif-APOBEC3G blk 1%, IDH1 R132H inh 2%, TrxR1 substrate 440%[activator], PI4K2A block 9, LDHA inh -4, Vif-APOBEC3F blk -5%, USP1-UAF1 inh -6% and Glioma ERSR ind -2%.
For COc1cc(F)c(C(=O)NC(C)(C)CO)cc1OC the results were Vif-APOBEC3G blk 3%, TrxR1 substrate 12%[57.1 µM], PI4K2A block 1, LDHA inh -8, Vif-APOBEC3F blk 8% and Glioma ERSR ind -1%.
Screening N#CC1=C(S)N(c2ccccc2)C(c2ccco2)NC1=O (configuration not stated) returned Vif-APOBEC3G blk 1%, IDH1 R132H inh -3%, TrxR1 substrate 7%[57.1 µM], PI4K2A block 3, RXFP1 agonist -1.1%, LDHA inh -4, Vif-APOBEC3F blk 1%, USP1-UAF1 inh -8% and Glioma ERSR ind -3%.
Screening Cc1cc(OC(C)C(=O)NCCCn2ccnc2)c2c(C)c(C)c(=O)oc2c1 (configuration not stated) returned Vif-APOBEC3G blk -5%, IDH1 R132H inh -5%, TrxR1 substrate 122%[activator], PI4K2A block 1, RXFP1 agonist 8.9%, LDHA inh -2&4, Vif-APOBEC3F blk 11%, USP1-UAF1 inh -23% and Glioma ERSR ind -2%.
CCOc1ccccc1CNCc1cccn1-c1nnc(N2CCN(c3ccccc3)CC2)s1 was read as Vif-APOBEC3G blk 2%, IDH1 R132H inh 1%, TrxR1 substrate 2%, PI4K2A block -2, RXFP1 agonist -0.6%, LDHA inh -7, Vif-APOBEC3F blk 3%, USP1-UAF1 inh 6% and Glioma ERSR ind -3%.
For COc1ccc(C2=CN3CCCCC3CC2=O)cc1OC (configuration not stated) the results were Vif-APOBEC3G blk 0%, IDH1 R132H inh 0%, TrxR1 substrate -2%, PI4K2A block -2, LDHA inh -2, Vif-APOBEC3F blk -9%, USP1-UAF1 inh -13% and Glioma ERSR ind 3%.
For OC(CN1CCN(c2ccccc2)CC1)c1c[nH]c2ccccc12 (configuration not stated) the results were Vif-APOBEC3G blk -3%, IDH1 R132H inh 4%, TrxR1 substrate 1%, PI4K2A block -2, RXFP1 agonist 0.5%, LDHA inh 0, Vif-APOBEC3F blk 0%, USP1-UAF1 inh -24% and Glioma ERSR ind -4%.
COc1cc(-c2noc(-c3ccc(N4CCN(C)CC4)c([N+](=O)[O-])c3)n2)cc(OC)c1OC was read as Vif-APOBEC3G blk 4%, IDH1 R132H inh 0%, TrxR1 substrate -6%, PI4K2A block 2, RXFP1 agonist -1.2%, LDHA inh -2, Vif-APOBEC3F blk -6%, USP1-UAF1 inh -18% and Glioma ERSR ind -2%.
`O=C(CCC(=O)n1ncc2ccccc21)NCc1ccccc1Cl` gave Vif-APOBEC3G blk 5%, IDH1 R132H inh -5%, TrxR1 substrate 10%[57.1 µM], PI4K2A block -1, RXFP1 agonist -0.7%, LDHA inh -10, Vif-APOBEC3F blk 6%, USP1-UAF1 inh inconclusive and Glioma ERSR ind -1%.
COc1cc(Nc2nc3ccc(Cl)cc3nc2-n2nc(C)cc2C)cc(OC)c1 was read as Vif-APOBEC3G blk 1%, IDH1 R132H inh 0%, TrxR1 substrate 1%, PI4K2A block 4, RXFP1 agonist 0.7%, LDHA inh -7, Vif-APOBEC3F blk 0%, USP1-UAF1 inh 17% and Glioma ERSR ind -4%.
Screening Cc1ccc(-c2cn(-c3cccc(Cl)c3)c(S(=O)(=O)CC(=O)Nc3ccccc3F)n2)cc1 returned Vif-APOBEC3G blk -7%, IDH1 R132H inh -7%, TrxR1 substrate 1%[2.29 µM], PI4K2A block 2, RXFP1 agonist 3.9%, LDHA inh -3, Vif-APOBEC3F blk 2%, USP1-UAF1 inh 7% and Glioma ERSR ind 1%.
Cc1ccc(SCc2ccc(C(=O)Nc3cccc([N+](=O)[O-])c3C)cc2)cc1 was read as Vif-APOBEC3G blk -10%, IDH1 R132H inh 2%, TrxR1 substrate -3%, PI4K2A block -2, RXFP1 agonist 0.2%, LDHA inh 4, Vif-APOBEC3F blk -2%, USP1-UAF1 inh 5% and Glioma ERSR ind -5%.
`CCn1cc(C(=O)N(CCCN2CCOCC2)Cc2ccco2)c(=O)c2ccc(C)nc21` gave Vif-APOBEC3G blk 1%, IDH1 R132H inh 3%, TrxR1 substrate 1%[57.1 µM], PI4K2A block -4, RXFP1 agonist 7.7%, LDHA inh 7, Vif-APOBEC3F blk 1%, USP1-UAF1 inh -19% and Glioma ERSR ind -4%.
Cc1ccc2nc3n(c(=O)c2c1)-c1cc2ccccc2cc1C(=O)NC3Cc1ccc(O)cc1 (configuration not stated) was read as Vif-APOBEC3G blk -16%, IDH1 R132H inh 14%, PI4K2A block -11, LDHA inh 5, Vif-APOBEC3F blk -3%, USP1-UAF1 inh -23% and Glioma ERSR ind -1%.
For NCCNC(=O)Cc1cccc(NC(=O)Cc2ccc(Nc3ncnc4c3ncn4[C@@H]3O[C@H](CO)[C@@H](O)[C@H]3O)cc2)c1 the results were Vif-APOBEC3G blk 1%, IDH1 R132H inh -10%, TrxR1 substrate 6%, PI4K2A block -1, RXFP1 agonist 0.0%, LDHA inh -7, Vif-APOBEC3F blk -2%, USP1-UAF1 inh -26% and Glioma ERSR ind -1%.
For CC(=O)Nc1ccc2nc(N)sc2c1 the results were Vif-APOBEC3G blk -4%, IDH1 R132H inh 4%, TrxR1 substrate -3%, PI4K2A block 20, LDHA inh -2, Vif-APOBEC3F blk 0%, USP1-UAF1 inh -13% and Glioma ERSR ind 0%.
O=C(Nc1sc2c(c1C(=O)NCc1ccco1)CCCC2)c1ccc2c(c1)OCO2 was read as Vif-APOBEC3G blk -1%, IDH1 R132H inh 5%, TrxR1 substrate 77%[activator], PI4K2A block -4, RXFP1 agonist 1.1%, LDHA inh -8, Vif-APOBEC3F blk 5%, USP1-UAF1 inh -12% and Glioma ERSR ind -1%.
Screening COc1cc(Cl)ccc1OCc1cc(C(=O)NCc2cc(C(C)C)no2)no1 returned Vif-APOBEC3G blk -1%, IDH1 R132H inh 1%, TrxR1 substrate -13%, PI4K2A block 1, RXFP1 agonist -0.8%, LDHA inh 1, Vif-APOBEC3F blk -1%, USP1-UAF1 inh -13% and Glioma ERSR ind 1%.
O=C(CN1CCN(CC(=O)Nc2ccc(F)cc2)CC1)NCC1(N2CCOCC2)CCCCC1 was read as Vif-APOBEC3G blk 6%, IDH1 R132H inh -2%, TrxR1 substrate 0%, PI4K2A block 1, RXFP1 agonist -0.3%, LDHA inh -2, Vif-APOBEC3F blk 0%, USP1-UAF1 inh -6% and Glioma ERSR ind -1%.
Cc1ccc(CNC(=O)c2cc3ccc4cccnc4c3[nH]2)cc1 was read as Vif-APOBEC3G blk 3%, IDH1 R132H inh -2%, TrxR1 substrate -2%, PI4K2A block -6, RXFP1 agonist 1.3%, LDHA inh 1, Vif-APOBEC3F blk -4%, USP1-UAF1 inh -15% and Glioma ERSR ind -2%.
For O=c1nc2scc(-c3ccccc3)n2c2ccccc12 the results were Vif-APOBEC3G blk 0%, IDH1 R132H inh 5%, TrxR1 substrate -1%, PI4K2A block -5, RXFP1 agonist 27%, LDHA inh -6, Vif-APOBEC3F blk 1%, USP1-UAF1 inh -7% and Glioma ERSR ind 2%.
O=C(N/N=C\c1cccnc1)c1ccc(Br)s1 was read as Vif-APOBEC3G blk 1%, IDH1 R132H inh 2%, TrxR1 substrate -4%, PI4K2A block 5, RXFP1 agonist -3.2%, LDHA inh -2, Vif-APOBEC3F blk 0%, USP1-UAF1 inh -15% and Glioma ERSR ind 1%.
Screening CC1=C(C(=O)OCc2ccccc2)C(c2ccc3ccccc3c2)NC(=O)N1CCCC(=O)O (configuration not stated) returned Vif-APOBEC3G blk -21%, IDH1 R132H inh 14%, TrxR1 substrate 6%, PI4K2A block 1, RXFP1 agonist 0.0%, LDHA inh 0, Vif-APOBEC3F blk 0%, USP1-UAF1 inh inconclusive and Glioma ERSR ind -3%.
For CC(=O)c1c(N2CCOCC2)nc(=S)n(-c2ccccc2)c1C the results were Vif-APOBEC3G blk 0%, IDH1 R132H inh -1%, TrxR1 substrate 3%, PI4K2A block -1, RXFP1 agonist 2.4%, LDHA inh 0, Vif-APOBEC3F blk -7%, USP1-UAF1 inh 13% and Glioma ERSR ind -3%.
`CCCCN(C(=O)CSc1nnc2ccccn12)c1c(N)n(Cc2ccccc2)c(=O)[nH]c1=O` gave Vif-APOBEC3G blk 0%, IDH1 R132H inh 12%, TrxR1 substrate 8%[57.1 µM], PI4K2A block -2, RXFP1 agonist -1.0%, LDHA inh -14, Vif-APOBEC3F blk -7%, USP1-UAF1 inh -5% and Glioma ERSR ind -2%.
`CCOc1ccc(-c2ccc(NS(=O)(=O)c3ccc(C)cc3)cc2)nn1` gave Vif-APOBEC3G blk 1%, IDH1 R132H inh -11%, TrxR1 substrate 2%[57.1 µM], PI4K2A block -1, RXFP1 agonist 1.0%, LDHA inh 2, Vif-APOBEC3F blk 0%, USP1-UAF1 inh -27% and Glioma ERSR ind 1%.
`CCC(C)(C)NC(=O)CN(C(=O)C(=O)Nc1ccc2c(c1)OCCO2)N1CCOCC1` gave Vif-APOBEC3G blk -1%, IDH1 R132H inh 0%, TrxR1 substrate 11%[57.1 µM], PI4K2A block -7, RXFP1 agonist -0.9%, LDHA inh -19, Vif-APOBEC3F blk 1%, USP1-UAF1 inh -3% and Glioma ERSR ind -1%.
